# PKM2 act: activators of human pyruvate kinase M2; purified PKM2, Kinase-Glo ATP luminescence, activation; response scale: 0% is enzyme alone, no compound; Potency, µM (titrated, usually from 57.5 µM), for the others: at the top dose activation, most hits filed as activators; 260,000 tested, 0.34% active; also: potency is read from the fitted curve at half-maximal effect; % is scaled to controls: 0 for no effect and ±100 for the full control effect; nearly all actives have a fitted effect of over 55% in size
# Target sequence (P14618 whole entry, looked up): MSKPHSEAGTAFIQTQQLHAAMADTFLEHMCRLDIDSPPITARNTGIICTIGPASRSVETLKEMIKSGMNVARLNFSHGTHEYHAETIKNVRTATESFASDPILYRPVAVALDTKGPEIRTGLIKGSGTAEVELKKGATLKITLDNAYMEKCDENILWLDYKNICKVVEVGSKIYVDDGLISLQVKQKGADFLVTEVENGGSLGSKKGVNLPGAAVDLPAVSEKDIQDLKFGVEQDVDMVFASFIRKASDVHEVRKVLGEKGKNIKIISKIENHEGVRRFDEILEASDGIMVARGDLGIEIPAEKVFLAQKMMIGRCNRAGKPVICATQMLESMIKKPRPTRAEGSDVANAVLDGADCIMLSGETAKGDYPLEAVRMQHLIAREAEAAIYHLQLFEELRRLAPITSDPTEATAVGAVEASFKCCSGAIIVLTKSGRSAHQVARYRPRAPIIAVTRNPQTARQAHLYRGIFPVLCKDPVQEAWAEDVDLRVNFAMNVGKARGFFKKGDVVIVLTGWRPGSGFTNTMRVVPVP
#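 ATP formation by purified human PK-M2, quantified via coupled luciferase luminescence after 1 h at room temperature with 0.1 mM ADP and 0.5 mM PEP final.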
# ASM inhibitor: human S-ASM enzyme inhibition | placental ASM, HMU-PC fluorogenic substrate, 60 min | Potency, µM (highest dose often 57.5 µM), without a hit: top-dose activity change, negative = inhibition, hits mostly inhibitors | 340,000 tested, 0.006% active | P17405; also: potency is read from the fitted curve at half-maximal effect
#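 Steps: dispense placental human ASM, pin compound, wait 10 min at room temperature, add HMU-PC0 substrate at 9 uM final, incubate 60 min at 37 °C, add stop solution raising pH to 10, read fluorescence.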
# MBNL1-CUG inh: MBNL1-poly(CUG) RNA binding inhibition; TR-FRET MBNL1-His/biotin-(CUG)12 binding, 665/545 ratio; 280,000 tested, 0.036% active; Q9NR56; Potency, µM (titrated, usually from 57.5 µM), for inactives: at the highest dose activity change, negative = inhibition, usual class: inhibitors; active = well fitted inhibition curve with a large enough effect in the signal ratio, with a control signal flat, not every such curve was filed as active; inconclusive = small, poorly fitted or top-dose-only effect, or effect the other way, or a change in a side signal; inactive = no such curve, though single readings can be large or run the other way; the % refers to the signal ratio; also: potency is read from the fitted curve at half-maximal effect; % is scaled to controls: 0 for no effect and ±100 for the full control effect
# Target sequence (Q9NR56 whole entry, looked up): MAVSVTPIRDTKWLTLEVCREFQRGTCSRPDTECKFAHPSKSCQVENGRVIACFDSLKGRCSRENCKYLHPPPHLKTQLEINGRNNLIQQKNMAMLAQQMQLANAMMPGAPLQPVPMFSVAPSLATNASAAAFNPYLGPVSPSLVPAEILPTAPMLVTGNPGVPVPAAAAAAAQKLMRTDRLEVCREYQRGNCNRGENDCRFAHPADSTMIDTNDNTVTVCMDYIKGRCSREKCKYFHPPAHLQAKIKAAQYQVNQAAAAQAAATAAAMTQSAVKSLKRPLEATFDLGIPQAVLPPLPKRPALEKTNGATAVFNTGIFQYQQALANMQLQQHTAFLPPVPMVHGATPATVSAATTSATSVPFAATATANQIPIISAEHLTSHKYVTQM
#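 Ratiometric TR-FRET (665 over 545 nm, excitation 340 nm) tracks disruption of MBNL1-His/biotin-(CUG)12 complex after 60 min at room temperature, with compounds at 92 nM to 58 uM final.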
# KCNH2 WT inh: inhibitors of human wildtype KCNH2 potassium channel; AID 720551; activity change, % at 1.84 µM; 340,000 tested, 0.37% active; U2OS, BacMam KCNH2, thallium flux FluxOr; active compounds read low;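 active = maximum activity change below -70%; inconclusive = maximum activity change between -70% and -50%; inactive = maximum activity change above -50%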; also: % is scaled to controls: 0 for no effect and ±100 for the full control effect
#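 U2OS cells transduced with wild-type KCNH2 virus are loaded with FluxOr dye for 45 min, and thallium flux is measured in kinetic reads before and after stimulation buffer. Rate constants are normalized to DMSO controls.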
# USP2a inh: blocks human ubiquitin-specific protease USP2a. USP2 core, Ub-CHOP2 coupled fluorogenic reporter, 485/531. Potency, µM (highest dose often 38.3 µM), for inactives: at the highest dose activity change, negative = inhibition, usual class: inhibitors. AID 463254. 330,000 tested, 0.01% active. O75604;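 also: potency is read from the fitted curve at half-maximal effect; plate controls were DMSO wells for no effect and full inhibition by NEM control for full effect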
#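 Deubiquitinase activity read as fluorescence (485/531 nm) after Ub-CHOP2 cleavage activates the enterokinase reporter on its substrate; USP2 core 10nM, Ub-CHOP2 and substrate 25nM each, 30min compound preincubation then 60min RT; data normalized to NEM, curves fitted.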
# GALK inhibitor: galactokinase (human) inhibition; Potency, µM (titrated, usually from 57.5 µM), for the others: top-dose activity change, negative = inhibition, usual class: inhibitors; P51570; 270,000 tested, 0.007% active; Purified GALK, Kinase-Glo residual ATP luminescence; also: potency is read from the fitted curve at half-maximal effect; % is scaled to controls: 0 for no effect and ±100 for the full control effect
#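 The enzyme phosphorylates galactose (100 uM) using ATP (35 uM); inhibition is detected as higher residual ATP, quantified by bioluminescence after 1 h reaction at room temperature, pH 8.0.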
# TSHR antag: human thyrotropin receptor antagonism. 330,000 tested, 0.2% active. TSHR-expressing cells, TSH-stimulated cAMP HTRF, 2 h; active compounds read low. AID 504810. activity change, negative = inhibition, % at 11.5 µM;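 active = activity change below a set negative limit, meaning inhibition stronger than a set level, cut at about -70% in these data; inconclusive = activity change between two set negative limits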; also: % is scaled to controls: 0 for no effect and ±100 for the full control effect
#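 Antagonism was scored as loss of TSH-driven cAMP in TSHR cells, stimulated with 4nM TSH (EC80) for 2 hours at 37 deg C and detected by homogeneous HTRF competition immunoassay.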
# BCR signal inh: chronic active BCR signaling inhibition. ABC-DLBCL IkBa-CBG/CBR reporter, luminescence ratio, 4 h. Potency, µM (top dose mostly 46.1 µM), without a hit: top-dose ratio change, negative = lower green/red ratio, usual class: inhibitors. 340,000 tested, 0.05% active; active = well fitted inhibition curve with a large enough effect in the signal ratio, with a control signal flat, not every such curve was filed as active; inconclusive = small, poorly fitted or top-dose-only effect, or effect the other way, or a change in a side signal; the % refers to the signal ratio;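 also: potency is read from the fitted curve at half-maximal effect; plate controls were basal doxycycline-induced cells for no effect and cells given 10 µM MG132 for full effect; MG132 reads +100%, hits lower the ratio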
#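 Compounds up to 46 uM were incubated four hours with TMD8 cells whose green CBG68 luciferase is fused to IkappaBalpha; red CBR luminescence normalised the signal, and concentration-effect curves were fitted to fusion, red and ratio data.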
# Eya2 phos inh: inhibitors of human Eya2 phosphatase activity. O00167. recombinant Eya2, OMFP fluorescence dephosphorylation (OMFP is methylfluorescein phosphate). Potency, µM (highest dose often 76.9 µM), without a hit: at the top dose activity, negative = inhibition, usual class: inhibitors. 330,000 tested, 0.006% active; also: potency is read from the fitted curve at half-maximal effect; % is scaled to controls: 0 for no effect and ±100 for the full control effect
#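 Eya2 protein (added as 0.2 uM solution) was preincubated with compound for 10 min at ambient temperature in 50 mM HEPES pH 7.5, 50 mM NaCl, 5 uM MgCl2, 0.05% BSA, 1 mM DTT. OMFP (added at 50 uM) then reacted 10 min; fluorescence read at 485/525 nm.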
# Mito fusion act: inhibitors of mitochondrial division or activators of mitochondrial fusion | 320,000 tested, 0.23% active | S. cerevisiae fusion-defective mutant growth rescue, CellTiterGlo 48 h | Potency, µM (doses to about 46.1 µM), for inactives: at the highest dose growth rescue (activation), actives largely listed as activators;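 also: potency is read from the fitted curve at half-maximal effect; % of control where 0% means no effect; nearly all actives have a fitted effect of over 45% in size; temperature-sensitive fusion mutants such as fzo1-1 at 37 °C on non-fermentable ethanol glycerol medium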
#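 Read-out: ATP-based luminescence (CellTiterGlo, 10 min ambient) reporting growth of fusion-defective ts yeast after 48 hours at 37C on glycerol/ethanol YPEG medium in the presence of compound.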
# Menin-MLL TR inh: displaces Texas Red mutant MLL peptide from human menin | AID 1768 | Menin + Texas Red MLL mutant peptide, fluorescence polarization | 270,000 tested, 0.23% active | O00255 | Potency, µM (doses to about 61.6 µM), without a hit: at the highest dose FP activity change, negative = inhibition, actives largely listed as inhibitors; active = well fitted inhibition curve with a large enough effect in the polarisation, with a control signal flat, not every such curve was filed as active; inconclusive = small, poorly fitted or top-dose-only effect, or effect the other way, or a change in a side signal; inactive = no such curve, though single readings can be large or run the other way; the % refers to the polarisation; also: potency is read from the fitted curve at half-maximal effect; % of control where 0% means no effect; many of its hits are not listed in these tables
# * marks the source's active call; other numbers are inactive results; ? = inconclusive; . = no result given; & = joins results of further samples; [ ] = dose if it differs, or a comment. Unless noted, calls follow the shape of the dose curve; as a rule, active = well fitted curve in the direction sought with a large enough effect; inconclusive = small, poorly fitted or top-dose-only effect, or another doubt; inactive = no such curve, though single readings can be large; an effect the other way counts as inactive or inconclusive. This is a subset; the hit share may differ from the screen's.
SMILES,PKM2 act,ASM inhibitor,MBNL1-CUG inh,KCNH2 WT inh,USP2a inh,GALK inhibitor,TSHR antag,BCR signal inh,Eya2 phos inh,Mito fusion act,Menin-MLL TR inh
C[C@](N)(CCP(=O)(O)O)C(=O)O,.,-6%,.,-9,0%,.,4,5%,2%,2%,16%[24.8 µM]
CN(C)CC1CSCCC1(O)c1ccccc1Cl (centres undefined),9%,6%,?,-1,-1%,0%,-2,3%,3%,0%,-5%
Cn1c(O)c(/C=N/N2CCOCC2)c(=O)n(-c2ccccc2)c1=S,-2%,4%,.,6,10%,-1%,-7,-1%,-22%,-3%,.
Cc1cc(C)n2nc(C)[n+](C)c2n1,2%,4%,-6%,-24,-2%,0%,13,0%,-14%,8%,-1%
CN1CCC(N(C)Cc2cccnc2)CC1,-6%,3%,3%,-2,0%,-1%,3,6%,-16%,-4%,-1%
O=C(OCC#CCSc1nnc(-c2ccccc2)o1)c1ccco1,?,-1%,-6%,-3,0%,5%,12,-1%,12%,1%,1%
C=CCn1c(O)c(C(C)=Nc2ccc(C(=O)OCC)cc2)c(=O)[nH]c1=O,-1%,-11%,10%,2,2%,1%,4,0%,19%,-3%,-24%
Cc1ccc(N2C(=O)NC(=O)/C(=C/C=C/c3ccco3)C2=O)cc1,?,3%,?,6,0%,-3%,-8,?,-6%,-9%,15%
CCN(CC)CCCN=Cc1c(O)n(CCc2ccc(F)cc2)c(=O)[nH]c1=O,11%,2%,-3%,24,8%,4%,25,1%,-2%,5%,-9%
COc1ccc(CN2CCN(c3ccccc3F)CC2)cc1O,12%,1%,-2%,5,0%,-1%,5,-6%,16%,1%,-5%
CN1CCN(CC#CCOc2ccc(Cl)cc2)CC1,0%,0%,-2%,7,-1%,-5%,30,-2%,1%,-1%,-11%
COc1ccc(/C=C/C(=O)NC(=S)N2C[C@H]3C[C@H](C2)c2cccc(=O)n2C3)cc1OC,1%,-1%,?,5,2%,.,1,7%,7%,0%,5%
Cc1cc(=O)oc2c(C)c(OCC(=O)N3CCN(Cc4ccccc4)CC3)ccc12,.,25%,-4%,-2,3%,-3%,-18,-3%,2%,-1%,.
CN1CCN(/N=C/c2c(O)n(CCC3=CCCCC3)c(=S)[nH]c2=O)CC1,1%,1%,-3%,6,2%,-1%,12,0%,3%,1%,.
CC(C)[C@H]1C(=O)N2CCC[C@H]2[C@]2(O)O[C@](NC(=O)[C@@H]3C=C4c5cccc6[nH]cc(c56)C[C@H]4N(C)C3)(C(C)C)C(=O)N12,4%,26%,?,-5,?,3%,14,?,22%,-4%,?
COc1cc(OC)c(OC)cc1CN1CCN(C(=O)COc2ccc3ccccc3c2)CC1,10%,3%,-3%,7,3%,3%,15,-3%,7%,-1%,-23%
COc1cccc(NC(=O)C2CCC(CNS(=O)(=O)c3ccc4c(c3)CC(C)N4C(C)=O)CC2)c1 (centres undefined),.,-8%,2%,3,0%,9%,11,?,14%,-12%,21%
CNc1ccc2c3c(cccc13)C(=O)N(C)C2=O,.,-3%,?,-15,?,4%,0,?,?,6%,-6%
Cn1cc(C(=O)Cc2ccccc2)c2ccccc21,-6%,-1%,4%,-5,3%,0%,-5,?,12%,10%,-21%
COc1cc2c(cc1O)CC1c3c(cc(O)c(OC)c3-2)CCN1C (centres undefined),-4%&2%,-4%,?,-6,1%&-1%,1%&-2%,-22&-18,?,1%&-9%,4%&-2%,18%[24.8 µM]
Clc1cccc(CNCCc2c[nH]c3ccccc23)c1,.,-3%,-5%,3,5%,-1%,-3,1%,7%,-12%,-8%
Clc1ccc(N2CCNCC2)nn1,-5%,-2%,5%,23,4%,7%,-6,7%,5%,-15%,-16%
O=c1[nH]c(=O)n(-c2ccccc2F)c(O)c1C=NCCC1=CCCCC1,0%,2%,-8%,-4,3%,5%,6,?,-5%,4%,10%
Cc1ccc(N2C(=O)NC(=O)C3(Cc4ccccc4N4CCN(c5ccccc5)CC43)C2=O)cc1 (centres undefined),1%,-3%,2%,-4,5%,2%,0,?,37%,1%,8%
O=c1[nH]c(=O)n(CCC2=CCCCC2)c(O)c1C=NCCCn1ccnc1,-4%,-1%,-4%,8,-2%,5%,-2,2%,-5%,3%,-1%
OC1(c2ccc(Cl)cc2)CCN(Cc2c[nH]c3ccccc23)CC1,.,-2%,.,43,.,.,-14,.,-8%,-47%[inhibitor],?
CC1=NCCc2c1[nH]c1ccccc21,1%,23%,3%,-3,0%,13%,7,-2%,7%,7%,-13%
Cc1ccc2nc(/C(C#N)=C\c3ccc(OC(=O)c4cccs4)cc3)[nH]c2c1,6%,292%[activator],1%,-8,-1%,-6%,-6,?,1%,-2%,.
O=c1[nH]c(O)c(C=NC2CCCCC2)c(=O)[nH]1,-6%,-3%,.,3,0%,8%,-5,7%,-3%,-5%,.
CC(C)n1c(N2CCN(S(=O)(=O)c3cccc([N+](=O)[O-])c3)CC2)nc2ccccc21,0%,-3%,?,20,0%,4%,-12,-1%,-2%,11%,-1%
CCC(=NCCc1ccccc1)c1c(O)[nH]c(=O)[nH]c1=O,-1%,-1%,-11%,-5,0%,5%,-4,-8%,-10%,0%,.
O=C(O)C1C2c3ccccc3C(c3ccccc32)C1C(=O)Nc1ccccc1 (centres undefined),-19%,4%,12%,-9,-2%,0%,-9,13%,-2%,-5%,?
CC(NCc1ccccc1Cl)C(O)c1ccccc1 (centres undefined),-12%,8%,-12%,4,0%,6%,22,9%,2%,0%,-2%
CN[C@H](C)[C@H](O)c1ccccc1,2%,-1%,-7%,-6,0%,-2%,7,-21%,3%,10%[1.84 µM],6%
C[C@]1(O)CCC2C3CC[C@H]4C[C@@H](OC(=O)CNC(=O)CN)CC[C@]4(C)C3CC[C@@]21C (some centres undefined),.,-3%,.,-6,-3%,.,-3,-5%,3%,.,.
CCN(CC)C(=O)c1ccc(NC(=O)c2cccc(F)c2)cc1,-31%,2%,1%,10,2%,0%,0,?,-22%,-2%,3%
CCCCN1C(=O)/C(=C\c2ccco2)C(=O)N(CCc2ccccc2)C1=O,16%,-5%,4%,14,?,3%,-5,2%,4%,0%,73%[activator]
COc1cccc(C(=O)C2CN(C)CC2c2ccc(Cl)cc2)c1 (centres undefined),0%,-2%,-1%,26,-2%,-2%,-6,0%,5%,-3%,-15%
Cc1ccc(C(=O)NC(=S)NNS(=O)(=O)c2ccc(C)cc2)cc1,-7%,2%,44%[activator],25,5%,2%,-8,10%,-1%,-9%,0%
CCOC(=O)c1cc(C(O)(C(=O)OC)C(F)(F)F)c(/N=C/N(C)C)o1 (centres undefined),-4%,6%,-1%,-9,1%,2%,13,?,12%,2%,4%
COc1ccc(C(=O)C2CCCN(Cc3cnc(C)s3)C2)c(OC)c1 (centres undefined),-5%,-2%,-8%,-5,3%,0%,-7,-4%,0%,4%,11%
COc1ccc(-n2c(O)c(C(C)=Nc3ccc4c(c3)CCC4)c(=O)[nH]c2=O)cc1,-1%,5%,-3%,-1,1%,0%,-2,6%,8%,1%,.
NCC(CC(=O)O)C1CCCCC1 (centres undefined),2%,4%,-2%,8,2%,-3%,9,?,14%,-4%,0%
CC(C)Oc1ccc(CC2(CCc3ccncc3)C(=O)NC(=O)NC2=O)cc1,-1%,-2%,-4%,-5,0%,-6%,-6,0%,4%,-5%,.
C[C@]12CC[C@H]3[C@@H](CCC4=CC(=O)CC[C@@H]43)[C@@H]1CC[C@@H]2O,.,2%,.,0,-1%,.,5,-1%,-6%,.,-4%
CC1NCCC2(O)CCCCC12 (centres undefined),-11%,2%,5%,-15,0%,6%,21,-2%,15%,-6%,-1%
CCCC(C)C(=O)NC1CCSC1=O (centres undefined),1%,5%,-2%,-3,1%,5%,-9,3%,15%,3%,5%
CSc1ncc(/C=C2/C(=O)NC(=O)N(C)C2=O)cn1,-4%,-5%,8%,4,6%,0%,10,7%,1%,-1%,12%

# From PubChem BioAssay
